Chronic BCR inh: blocks chronic active B-cell receptor signaling; 340,000 compounds, 0.05% hits; Potency, µM (series often up to 46.1 µM), for the others: top-dose ratio change, negative = lower green/red ratio, most hits filed as inhibitors; ABC-DLBCL IkBa-CBG/CBR reporter, luminescence ratio, 4 h; active means well fitted inhibition curve with a large enough effect in the signal ratio, with a control signal flat, not every such curve was filed as active; inconclusive means small, poorly fitted or top-dose-only effect, or effect the other way, or a change in a side signal; the % refers to the signal ratio;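 further: potency means the concentration at half of the fitted maximal effect; plate controls were basal doxycycline-induced cells for no effect and cells given 10 µM MG132 for full effect; MG132 reads +100%, hits lower the ratio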
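TMD8 human ABC-DLBCL cells with doxycycline-inducible IκBα–green luciferase fusion and unfused red luciferase, in 0.5% FBS medium; compounds up to 46 uM, 4 h at 37C. Green/red luminescence ratio, filter-overlap corrected, fitted to concentration-response curves.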
TCR act: activates T cell receptor signaling; 330,000 tested, under 10 active; AID 504894; Potency, µM (highest dose often 9.22 µM), inactives show at the highest dose activation of IL-2 secretion, most hits filed as activators; primary human leukocytes, anti-CD3, IL-2 HTRF, 48 h; further: % of control where 0% means no effect
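Primary human leukocytes were stimulated with a-CD3 beads plus compounds for 48 hr without co-stimulation; secreted IL-2 was quantified by HTRF using a-IL-2-K (europium cryptate) and a-IL-2-d2, excited at 320nm with acceptor emission read at 665nm.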
Mito fusion act: inhibitors of mitochondrial division or activators of mitochondrial fusion | AID 485298 | 320,000 compounds, 0.23% hits | S. cerevisiae fusion-defective mutant growth rescue, CellTiterGlo 48 h | Potency, µM (titrated, usually from 46.1 µM), for the others: at the highest dose growth rescue (activation), most hits filed as activators;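 further: potency means the concentration at half of the fitted maximal effect; % of control where 0% means no effect; nearly all actives have a fitted effect of over 45% in size; temperature-sensitive fusion mutants such as fzo1-1 at 37 °C on non-fermentable ethanol glycerol medium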
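Temperature-sensitive fusion-defective S. cerevisiae (e.g. fzo1-1, mgm1-5) were grown with compound in YPEG medium (3% ethanol, 3% glycerol) for 48 hours at 37C. Growth rescue was measured as viability by CellTiterGlo luminescence after 10 minutes at ambient.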
a7 integrin act: activators of alpha7 integrin expression for muscular dystrophy. alpha7betagal myoblasts, beta-gal FDG fluorescence, 48 h. Potency, µM (top dose mostly 38.3 µM), inactives show top-dose activation, actives largely listed as activators. 350,000 compounds, 0.064% hits;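 further: potency means the concentration at half of the fitted maximal effect; 100% = response of the positive control SU9516; nearly all actives have a fitted effect of over 60% in size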
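alpha7betagal+/- myoblasts (passage 13, 250/well) treated 48 h at 37C with compounds at 1:260 dilution of DMSO stock. Lysed, then beta-galactosidase activity read as FDG fluorescence (ex 480/em 540) after 30 min, with pre-read for autofluorescence.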
TSHR antag: blocks TSH signaling through the human TSH receptor; P16473; TSHR-expressing cells, TSH-stimulated cAMP HTRF, 2 h; active compounds read low; activity change, negative = inhibition, % at 11.5 µM; 330,000 compounds, 0.2% hits;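 active means activity change below a set negative limit, meaning inhibition stronger than a set level, cut at about -70% in these data; inconclusive means activity change between two set negative limits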; further: on the % scale 0 is the no-effect control and ±100 the full control effect
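Inhibition of cAMP made by TSHR-expressing cells under TSH stimulation (4nM final, EC80; 2 h, 37 deg C) is quantified with a one-step lysis HTRF kit, anti-cAMP cryptate versus cAMP-d2.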
TSG101-PTAP inh: blocks PTAP/TSG101 interaction to inhibit HIV-1 budding | Potency, µM (series often up to 115 µM), for the others: top-dose activity change, negative = inhibition, hits mostly inhibitors | Fluorescence polarization, FITC-PTAP peptide / Tsg101 binding | Q99816 | 340,000 tested, under 10 active; active means well fitted inhibition curve with a large enough effect in the main read-out, with a control signal flat, not every such curve was filed as active; inconclusive means small, poorly fitted or top-dose-only effect, or effect the other way, or a change in a side signal; inactive means no such curve, though single readings can be large or run the other way; further: potency means the concentration at half of the fitted maximal effect; % of control where 0% means no effect
Target sequence (Q99816 whole entry, looked up): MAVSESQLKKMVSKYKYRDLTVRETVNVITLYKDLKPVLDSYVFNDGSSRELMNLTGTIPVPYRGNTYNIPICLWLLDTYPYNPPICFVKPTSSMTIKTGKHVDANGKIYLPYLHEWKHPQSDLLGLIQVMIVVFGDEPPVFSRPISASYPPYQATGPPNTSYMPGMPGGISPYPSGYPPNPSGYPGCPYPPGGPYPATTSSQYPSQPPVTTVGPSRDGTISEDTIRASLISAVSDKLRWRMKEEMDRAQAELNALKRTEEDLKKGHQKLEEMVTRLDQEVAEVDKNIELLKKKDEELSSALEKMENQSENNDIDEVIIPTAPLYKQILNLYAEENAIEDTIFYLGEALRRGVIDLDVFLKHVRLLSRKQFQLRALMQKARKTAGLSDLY
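Steps: Tsg101 binding domain dispensed (10 uM final), compounds pinned in DMSO, FITC-labeled PTAP-motif peptide added (50 nM final); after 20 min binding at room temperature, polarization measured.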
S-ASM inh: inhibitors of human secretory acid sphingomyelinase. 340,000 compounds, 0.006% hits. Potency, µM (series often up to 57.5 µM), inactives show top-dose activity change, negative = inhibition, most hits filed as inhibitors. AID 504937. placental ASM, HMU-PC fluorogenic substrate, 60 min; further: potency means the concentration at half of the fitted maximal effect
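Fluorescence read-out (Ex 386 nm, Em 447 nm) after stopping the reaction at pH 10. Enzyme: ASM from human placenta; substrate HMU-PC0, 9 uM final; 60 min, 37 °C. Compound preincubation 10 min, ambient temperature.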
ELG1 repair inh: inhibitors of ELG1-dependent DNA repair in HEK293T cells. 330,000 compounds, 2.3% hits. AID 504467. Potency, µM (series often up to 46.1 µM), for the others: at the top dose activity change, negative = inhibition, most hits filed as inhibitors. HEK293T ELG1-luciferase reporter, luminescence, 16 h; DNA damage induced by 5-fluorouridine; further: potency means the concentration at half of the fitted maximal effect; on the % scale 0 is the no-effect control and ±100 the full control effect; nearly all actives have a fitted effect of over 55% in size
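Reporter activity after DNA damage by 5-fluorouridine is monitored. Compound-treated cells incubate 16 hr at 37 °C, then ONE-Glo is added for 30 min before luminescence reading.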
Eya2 phos inh: blocks the phosphatase activity of human Eya2 | O00167 | 330,000 compounds, 0.006% hits | Potency, µM (top dose mostly 76.9 µM), inactives show at the top dose activity, negative = inhibition, most hits filed as inhibitors | recombinant Eya2, OMFP fluorescence dephosphorylation (OMFP is methylfluorescein phosphate); further: potency means the concentration at half of the fitted maximal effect; on the % scale 0 is the no-effect control and ±100 the full control effect
Target sequence (O00167 whole entry, looked up): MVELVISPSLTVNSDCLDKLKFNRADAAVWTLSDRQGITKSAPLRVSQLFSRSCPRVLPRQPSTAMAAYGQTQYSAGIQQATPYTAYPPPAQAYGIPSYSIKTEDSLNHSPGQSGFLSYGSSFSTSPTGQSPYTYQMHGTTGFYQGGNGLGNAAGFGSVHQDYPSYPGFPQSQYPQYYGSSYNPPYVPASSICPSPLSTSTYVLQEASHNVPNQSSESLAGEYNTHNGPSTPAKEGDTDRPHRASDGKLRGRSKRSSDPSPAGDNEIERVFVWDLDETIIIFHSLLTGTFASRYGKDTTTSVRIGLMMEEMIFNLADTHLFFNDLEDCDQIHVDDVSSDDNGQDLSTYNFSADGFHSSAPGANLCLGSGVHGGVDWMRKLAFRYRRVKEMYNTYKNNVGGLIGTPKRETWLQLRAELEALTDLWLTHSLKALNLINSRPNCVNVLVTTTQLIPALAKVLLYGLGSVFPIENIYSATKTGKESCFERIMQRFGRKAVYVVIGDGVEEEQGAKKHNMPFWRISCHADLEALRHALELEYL
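Eya2 (0.2 uM) preincubated 10 min at ambient with compound, then OMFP substrate added at 50 uM; 10 min reaction in 50 mM HEPES pH 7.5, 50 mM NaCl, 5 uM MgCl2, 0.05% BSA, 1 mM DTT. Fluorescence read at Ex 485/Em 525 nm.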
Tb PFK block: blocks T. brucei phosphofructokinase. O15648. T. brucei PFK, ADP-Glo luminescence. Potency, µM (titrated, usually from 57.5 µM), for inactives: at the top dose activity, negative = inhibition, actives largely listed as inhibitors. 330,000 compounds, 0.17% hits. AID 485367;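 further: potency means the concentration at half of the fitted maximal effect; 0% = uninhibited 1x PFK enzyme wells and -100% = no-enzyme wells; nearly all actives have a fitted effect of over 60% in size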
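PFK 1.25 nM, F6P 0.5 mM, ATP 0.1 mM, 0.1 M TEA pH 8.0, 5 mM MgCl2, 0.01% Tween20, 0.1% BSA; 45 min RT. ADP-Glo readout. qHTS titration up to 57 uM; curves fitted, compounds curve-classed.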
AT treatment: candidate therapy for ataxia-telangiectasia | Potency, µM (highest dose often 57.5 µM), inactives show at the highest dose activation, most hits filed as activators | […] A-T fibroblasts, KAP-1 phosphorylation AlphaLISA; neocarzinostatin DNA damage 30 min before lysis | AID 485349 | 320,000 compounds, 0.19% hits; further: potency means the concentration at half of the fitted maximal effect; % of control where 0% means no effect; nearly all actives have a fitted effect of over 45% in size
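hTERT-immortalized A-T patient fibroblasts ([…]), 500 cells/well in OPTI-MEM, 1% FBS, got compounds for 60 min, then NCS for 30 min at 37C. Lysates were then assayed for phospho-KAP-1 by AlphaLISA (anti-pKAP1 donor, anti-KAP1 acceptor beads), 6 hr at 25C.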
An asterisk follows results filed as active; ? = inconclusive; . = not tested or not shown; [ ] = remark or other dose. Unless noted, the call rests on the fitted dose curve; in most records, active means well fitted curve in the direction sought with a large enough effect; inconclusive means small, poorly fitted or top-dose-only effect, or another doubt; inactive means no such curve, though single readings can be large; an effect the other way counts as inactive or inconclusive. Random draw from the library; about 3.2% have a hit in one of these screens.

entry	SMILES	Chronic BCR inh	TCR act	Mito fusion act	a7 integrin act	TSHR antag	TSG101-PTAP inh	S-ASM inh	ELG1 repair inh	Eya2 phos inh	Tb PFK block	AT treatment
1	c1ccc(C(c2nnnn2Cc2ccco2)N2CCN(C3CCCC3)CC2)cc1 (centres undefined)	0%	3%	-1%	-13%	-1	-1%	2%	10%	-9%	-6%	0%
2	Cc1ccc(S(=O)(=O)CCc2nnc(N)s2)cc1C	-23%	4%[46.1 µM]	-1%	-1%	1	-5%	3%	9%	0%	-1%	.
3	CN(C(=O)COC(=O)c1cnc(Cl)c(Cl)c1)C1CCS(=O)(=O)C1 (centres undefined)	12%	1%	0%	-24%	-8	-6%	4%	11%	5%	1%	-6%
4	O=C(Nc1c(C(=O)N2CCOCC2)oc2ccccc12)c1ccccc1Cl	-5%	2%	5%	45%	21	-4%	0%	1%	-17%	-2%	-11%
5	O=C1N=C(N2CCCC2)S/C1=C\c1ccccc1	3%	0%[46.1 µM]	-1%	-7%	-5	-9%	1%	16%	-2%	0%	1%
6	CN(CC(=O)Nc1ccc(F)cc1)C(=O)Cn1cnc2ccc([N+](=O)[O-])cc2c1=O	2%	8%	.	-28%	3	1%	-2%	?	0%	2%	-3%
7	CCCCOC(=O)C1C2C=C[C@]3(CN(CCCOC)C(=O)[C@H]13)O2 (some centres undefined)	2%	3%	-3%	14%	9	0%	0%	0%	28%	-1%	14%
8	CC1(C)C(=O)OC(c2cccn2-c2ccc([N+](=O)[O-])cc2)C2(CCCCC2)C1=O (centres undefined)	0%	-2%[46.1 µM]	-12%	22%	-6	-1%	8%	22%	-3%	0%	3%
9	CC(C)(C)C(=O)Nc1scc(-c2ccc(-c3ccccc3)cc2)c1C(=O)O	14%	11%	-5%	3%	-50	0%	-1%	5%	3%	4%	18%
10	Cc1ccc2nc(SCC(=O)Nc3cc([N+](=O)[O-])ccc3F)[nH]c2c1	?	0%[46.1 µM]	20%	-7%	-2	-1%	-6%	?	-6%	0%	-1%
11	COCCCn1c(-c2ccc(OC)cc2)nc2c1c(=O)[nH]c(=O)n2Cc1ccccc1	7%	0%	-18%	-9%	34	-4%	0%[11.5 µM]	3%	-1%	0%	15%
12	S=C(Nc1ccc(Cl)cc1)NC1CCN(Cc2ccccc2)CC1	2%	5%[46.1 µM]	10%	-33%	5	-1%	3%	-6%	0%	-3%	2%
13	CCCCC(=O)Nc1cnc(NC(=O)c2ccco2)cc1C	0%	1%	1%	-15%	-5	0%	-4%	?	-14%	2%	2%
14	CC1CN(c2nc3c(c(=O)n(Cc4ccc(Cl)c(Cl)c4)c(=O)n3C)n2C)CC(C)O1 (centres undefined)	?	-6%	?	-11%	-8	-8%	-18%	?	-14%	-14%	-2%
15	CCc1c(C)[nH]c(C(=O)OCc2ccccc2)c1C	?	1%	-1%	-5%	-3	-5%	-6%	?	-6%	1%	3%[11.5 µM]
16	COc1ccc(-c2ccc(C#N)c(SCC(=O)NC3CC3)n2)cc1OC	-15%	-6%	-3%	?	-1	-6%	.	-11%	7%	-3%	-1%
17	O=S(=O)(Cc1cc(Oc2ccccc2)nc(-c2ccccc2)n1)c1ccccc1	-9%	13%	3%	12%	29	0%	-11%	-19%	8%	12%	?
18	COc1ccc(OC)c(CCNC(=O)c2ccc(CS(=O)Cc3cccc(Cl)c3)o2)c1 (centres undefined)	-3%	0%	6%	-11%	6	0%	-2%	?	-5%	-5%	-6%
19	Cc1cc(C)c(OCCCCN(C)Cc2ccccc2)c(C)c1	-3%	-6%	-20%	-12%	5	-2%	-2%	-12%	-12%	0%	?
20	CC(C)Cn1c(N)c(C(=O)CSc2nncs2)c(=O)n(C)c1=O	9%	3%	0%	?	-13	-3%	-4%	?	-1%	-2%	-3%
21	COc1ccc(NC(=O)CSc2nc3ccccc3n2-c2ccccc2)c([N+](=O)[O-])c1	-2%	1%[46.1 µM]	?	-5%	29	-2%	-7%	?	1%	-4%	-6%
22	CC(C)N(C(=O)CSc1nnc(Cc2ccc3c(c2)OCO3)n1C)C(C)C	2%	2%	14%	8%	-2	-2%	2%	?	-1%	-2%	1%
23	Cc1ccc(NC(=O)CS(=O)CC(=O)Nc2cnc3ccccc3c2)cc1Cl (centres undefined)	-2%	6%	7%	-13%	-5	3%	-4%	-9%	9%	3%	-9%
24	CCC(c1nnnn1Cc1ccccc1)N(Cc1ccco1)Cc1cc2cc(OC)ccc2[nH]c1=O (centres undefined)	?	-2%	2%	-13%	-8	-7%	5%	?	-19%	-6%	1%
25	CN(CCOc1ccc(Cl)cc1)C(=O)CN1C(=O)NC2(CCCC2)C1=O	-2%	4%	0%	-1%	5	-9%	1%	-4%	7%	-3%	0%
26	COc1ccccc1N1CCN(S(=O)(=O)c2cc(-c3cc(C)no3)ccc2C(C)C)CC1	6%	-2%	-36%[inhibitor]	-17%	6	0%	-8%	4%	-16%	3%	-3%
27	COc1cc(C(=O)OCC(=O)NC(C)CCc2ccccc2)cc(OC)c1OC (centres undefined)	-8%	-1%	3%	0%	-12	0%	-3%	?	?	2%	17%
28	CCCCn1c(=O)c(CCC(=O)OC(C)C(=O)Nc2cccc(Cl)c2Cl)nc2ccccc21 (centres undefined)	7%	-12%[46.1 µM]	7%	-20%	8	3%	-6%	?	8%	5%	-5%
29	Cn1cc(S(=O)(=O)N2CCCC(C(=O)O)C2)cn1 (centres undefined)	3%	4%	-1%	-11%	-3	-4%	-3%	1%	-6%	4%	10%
30	Brc1ccc2oc3c(N4CCOCC4)ncnc3c2c1	5%	-2%	1%	-15%	-8	-2%	-13%	?	-10%	2%	-20%
31	CCOC(=O)Cc1csc(NC(=O)CS(=O)(=O)Cc2ccccc2)n1	0%	-1%	0%	19%	1	-2%	2%	-3%	12%	-1%	1%
32	Cc1cc(O)c(C2(C(F)(F)F)NCCNC2=O)cc1C (centres undefined)	4%	0%	1%	3%	-1	-3%	2%	9%	5%	-13%	1%
33	Cn1c(N)c(C(=O)COC(=O)CCCc2c[nH]c3ccccc23)c(=O)n(C)c1=O	?	0%	-1%	-9%	-9	1%	-12%	1%	22%[15.4 µM]	1%	4%
34	O=C(NNc1nc(-c2ccccc2)cs1)c1ccco1	?	-4%[46.1 µM]	-9%	2%	0	-4%	1%	?	1%	0%	-5%
35	CCOC(=O)CCCCC(=O)c1[nH]c(=O)[nH]c1CSc1nnc2c3cc(Br)ccc3n(C)c2n1	0%	.	0%	.	4	.	.	-6%	-4%	-10%	-2%
36	Cc1cccc(NC(=O)COc2ccccc2C)n1	?	.	2%	3%[7.66 µM]	-1	-2%	-4%	?	-38%	-10%	2%
37	C/C(CCc1ccc2c(c1)OCO2)=N\NC(=O)c1ccccc1Br	?	-2%	2%	?	1	-10%	5%	11%	0%	-1%	-5%
38	O=C(NC1CCCCC1)N1CCN(c2ccccc2Cl)CC1	-9%	6%	0%	-17%	3	0%	6%	11%	4%	-4%	15%
39	COc1ccc(CC(=O)OCC(=O)N2CCN(S(=O)(=O)c3ccc(C)cc3C)CC2)cc1OC	-2%	1%	-6%	0%	-3	-1%	-1%	-9%	1%	14%	3%
40	C=CCNc1nc(C2(C)CC3(CC(C)OC3=O)C(=O)O2)cs1 (centres undefined)	0%	-6%[46.1 µM]	-2%	-8%	21	-3%	5%	7%	0%	1%	-2%
41	Cc1cccc(C)c1NC(=O)CN(C)C(=O)CCc1nc2sc3c(c2c(=O)[nH]1)CCCC3	-9%	0%	-10%	-4%	-1	-4%	2%	?	-9%	-13%	1%
42	Cc1ccc(C(=O)OCC(=O)NCc2cc(C)c(O)c(C)c2)cc1S(=O)(=O)N1CCCCC1	?	4%	2%	7%	-3	-2%	-1%	7.3µM*	?	-5%	8%

Bioassay records from PubChem BioAssay.
